Bioassay records as filed in PubChem.
MC4R ag barr = agonists of human melanocortin 4 receptor (MC4R) beta-arrestin; P32245; U2OS MC4R beta-arrestin complementation, luminescence; percent of melanotan II response, DMSO zero; activation, % at 8.9 µM; 0.98% of 360,000 active;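 active = activation above a per-plate cutoff, the mean activation of sample wells on that plate plus 3 SD, cut at about 8% in these data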
Target sequence (P32245 whole entry, looked up): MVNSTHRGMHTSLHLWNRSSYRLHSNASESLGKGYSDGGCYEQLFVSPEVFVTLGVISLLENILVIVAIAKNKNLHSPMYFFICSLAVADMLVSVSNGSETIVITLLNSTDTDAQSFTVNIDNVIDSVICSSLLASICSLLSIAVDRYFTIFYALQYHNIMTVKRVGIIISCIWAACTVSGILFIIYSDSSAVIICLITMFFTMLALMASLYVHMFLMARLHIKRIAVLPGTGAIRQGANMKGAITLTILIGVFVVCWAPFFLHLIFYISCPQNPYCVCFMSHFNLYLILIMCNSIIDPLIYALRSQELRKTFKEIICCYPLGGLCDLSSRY
SRC2 inh = human SRC2 (NCOA2) inhibition; Q15596; HEK293 GAL4-SRC2 luciferase reporter, luminescence; inhibition, % at 9 µM; 0.17% of 370,000 active;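 active = inhibition above the mean inhibition of all tested compounds plus 3 SD, set per campaign, cut at about 52% in these data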;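 note: 0% = DMSO treated cells and 100% = cells given Gossypol at 36 µM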
NOD2 RIPK2 PPI = blocks binding of human NOD2 to RIPK2. O43353. inhibition, % at 4.98 µM. 0.38% of 360,000 active. CHO BLA complementation NOD2-RIPK2, CCF4 ratio; in the data active = inhibition above about 21%;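 note: 0% = vehicle only and 100% = reference blocker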
H9c2 protect = protects H9c2 cardiomyocytes from peroxide injury. AID 588492. H2O2 injury protection, ATPLite, 2 h. 0.63% of 360,000 active. protection from H2O2 cell death, % at 20 µM;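 active = compounds giving at least 50% protection of heart cells from peroxide-induced death in the single-dose screen, raw or plate-pattern-corrected value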;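 note: 0% = DMSO wells with peroxide and 100% = DMSO wells without peroxide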
N-glyco inh = blocks N-linked glycosylation in D54 reporter cells | D54 ERlucT glycosylation luciferase reporter, 24 h; percent of 100 nM tunicamycin response | reporter increase, % at 12.5 µM | 0.23% of 360,000 active;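 active = mean luciferase reporter signal, scaled so untreated is 0 and the glycosylation-blocking control 100, at or above a set limit in every replicate; inconclusive = mean reaches the limit but not every replicate does; inactive = mean below the limit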;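 note: luciferase carries N-glycosylation sites so blocking glycosylation raises the light; 0% = median of neutral control wells and 100% = median of 100 nM tunicamycin wells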
MC4R antagonist = blocks human MC4R cAMP signaling; MC4R-expressing cells, MTII-stimulated cAMP, LANCE TR-FRET; inhibition, % at 6.5 µM; P32245; 0.48% of 360,000 active;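 active = inhibition above its plate's cutoff, the mean of tested wells on that plate plus 3 SD, cut at about 29% in these data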;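 note: 0% = Melanotan II alone and 100% = Melanotan II plus saturating MCL0020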
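Assay system: human MC4R-expressing U2OS cells; reagent: Melanotan II stimulation of cells; dosing: 6.5 µM single dose; timing: compound 30 min, challenge 1 h, detection 1 h; signal: TR-FRET cAMP assay; replicates: one well per compound, no replicates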
ABHD5 PLIN5 PPI = inhibitors of human ABHD5-perilipin-5 interaction | AID 602281 | Split G. princeps luciferase complementation, luminescence, 4 h | Q00G26+Q8WTS1 | 0.78% of 360,000 active | inhibition, % at 4 µM;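 active = inhibition above the mean inhibition across every tested compound plus 3 SD, cut at about 22% in these data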;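 note: 0% = DMSO only wells and the 100% control is not disclosed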
HTR2A ag = agonists of mouse serotonin 5-HT2A receptor (HTR2A). P35363. CHO-K1 mHTR2A beta-arrestin complementation, luminescence; percent of 30 µM serotonin response. activation, % at 7.6 µM. 0.66% of 360,000 active. AID 624169;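 active = activation above a run cutoff, the mean activation of all tested compounds plus 3 SD, cut at about 14% in these data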;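 note: 0% = plate median of compound wells and 100% = 30 µM serotonin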
Target sequence (P35363 whole entry, looked up): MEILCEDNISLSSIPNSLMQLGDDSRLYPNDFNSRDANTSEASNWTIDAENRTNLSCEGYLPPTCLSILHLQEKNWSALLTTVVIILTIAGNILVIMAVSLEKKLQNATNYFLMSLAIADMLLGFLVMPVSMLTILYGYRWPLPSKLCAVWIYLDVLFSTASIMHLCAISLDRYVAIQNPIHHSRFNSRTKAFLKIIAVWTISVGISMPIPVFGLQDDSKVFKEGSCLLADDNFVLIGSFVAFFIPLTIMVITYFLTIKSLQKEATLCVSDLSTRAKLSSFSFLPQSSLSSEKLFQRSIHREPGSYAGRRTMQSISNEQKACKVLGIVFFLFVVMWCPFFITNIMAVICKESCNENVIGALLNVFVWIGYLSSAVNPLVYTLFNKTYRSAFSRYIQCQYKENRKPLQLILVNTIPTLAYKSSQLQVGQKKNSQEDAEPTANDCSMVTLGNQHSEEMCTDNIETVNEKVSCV
TLR9-MyD88 block = inhibitors of human TLR9-MyD88 binding; Q9NR96+Q99836; CHO BLA complementation TLR9-MyD88, CCF4 FRET ratio; inhibition, % at 4.98 µM; 0.21% of 340,000 active;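 active = inhibition above the mean over all tested compounds plus 3 SD, cut at about 21% in these data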;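 note: 0% = DMSO only wells and 100% = clavulanate BLA inhibitor control wells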
ABCB6 inh MLPCN = inhibitors of human ABC transporter ABCB6 | Q9NP58 | K562-ABCB6 porphyrin accumulation, flow cytometry, 1 h; active compounds read low | fluorescence ratio to DMSO, % at 10 µM | 0.19% of 360,000 active | AID 602162;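 active = fluorescence ratio to DMSO below 75%, the collection mean minus 3 SD; inconclusive = too few cells collected in the well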;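 note: signal is porphyrin accumulated inside mitochondria; 100% equals median channel fluorescence of DMSO control wells; lower ratio means ABCB6 inhibition with less porphyrin fluorescence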
Numbers without * were called inactive; ? = inconclusive; / = no result given. An excerpt; count on the stated rates, not on these rows.

SMILES	MC4R ag barr	SRC2 inh	NOD2 RIPK2 PPI	H9c2 protect	N-glyco inh	MC4R antagonist	ABHD5 PLIN5 PPI	HTR2A ag	TLR9-MyD88 block	ABCB6 inh MLPCN
Cc1ccc(-c2nn3c(C)nnc3s2)cc1NC(=O)CSc1ccc(Cl)cc1	1.4	-6	-6	9	0	14	2	1	8	100
COc1cc(/C=C/C(=O)c2ccc(C)c([N+](=O)[O-])c2)cc(OC)c1O	-3.0	2	12	24	?	-2	65*	-3	4	100
Cc1[nH]n(-c2ccccc2)c(=O)c1/C=C1\C=NN=C1c1ccccc1	1.5	11	2	1	0	23	-2	4	-1	91
Cc1c(C)c(C)c(CN2CCSCC2)c(C)c1C	-1.7	1	2	-2	-3	2	-8	6	-2	100
COc1ccc(N(CCCN2C(=O)c3cccc4cccc(c34)C2=O)C(=O)c2cccs2)cc1	-1.5	-4	7	4	-2	23	-1	1	-3	98
Cc1cc(C(=O)NNC(=O)c2cccc(C(F)(F)F)c2)no1	-1.1	10	-4	-2	3	3	-1	0	9	92
O=C(Cc1ccc(Cl)cc1)NNC(=O)c1ccco1	-0.1	5	-6	-3	1	-2	2	-3	1	95
CN(Cc1ccccc1)C(=O)c1[nH]cnc1C(=O)NC1CCN(C(=O)OC(C)(C)C)CC1	-1.0	-14	-4	-5	3	14	-4	2	-4	98
Cc1ccc(OCCn2c(=O)n(C)c3ccccc32)cc1	0.9	-29	-10	-9	1	7	4	6	-6	98
CCCc1c(C(=O)N/N=C(\C)CCc2ccc(OC)cc2)nnn1-c1nonc1N	-1.6	-5	7	9	2	9	-1	-1	-2	99
COc1ccc(NS(=O)(=O)c2ccc(N3CC(O)=C(c4ccccc4)C3=N)cc2)cc1	-1.7	-6	1	2	0	0	-5	-4	9	93
O=c1c(C=NCCCn2ccnc2)c(-c2ccccc2)[nH]n1-c1nc2ccccc2s1	-0.7	-31	-10	6	8	4	2	0	-2	89
Cn1cc(C(=O)NCC2COc3ccccc3O2)c(=O)c2cc(S(=O)(=O)N3CCCCC3)ccc21 (stereo not given)	0.3	16	-11	14	6	11	1	3	2	98
O=C(COC(=O)/C=C/c1ccc2ccccc2n1)NNC(=O)c1ccc([N+](=O)[O-])cc1	-4.2	-11	4	4	-2	-3	7	-3	-3	100
COc1ccc2nc3n(c(=O)c2c1)-c1ncccc1C(=O)NC3Cc1ccccc1 (stereo not given)	0.5	-42	-11	9	3	-1	0	-1	-5	92
CCOC(=O)N1CCC(Nc2nc3ccccc3nc2NS(=O)(=O)c2ccc(Cl)cc2)CC1	1.1	-47	-2	-4	-3	14	-2	3	-4	111
CCN(CC)S(=O)(=O)c1ccc2c(c1)oc(=O)n2CC(=O)NC1CCCCC1	-2.0	10	-2	-3	-2	7	0	-6	-3	101
O=C(NCC(=O)N1CCCCC1)c1ccc(Cl)cc1Cl	-0.8	-38	4	-8	-5	2	0	3	4	106
Cc1ccc(-c2csc(NC(=O)c3cnccn3)n2)cc1C	0.8	-14	-10	8	0	19	-10	2	-5	100
CCSCc1nnc(SCC(=O)c2ccc(OC)cc2)n1C	-0.1	-3	-4	-2	-3	4	0	-7	9	97
Cc1cc(C)cc(NC(=O)Cn2c(=O)oc3cc(S(=O)(=O)N4CC(C)CC(C)C4)ccc32)c1 (stereo not given)	2.2	25	-5	-22	4	4	-9	-6	0	92
Cc1ccc(S(=O)(=O)CCN2C=CC(C(F)(F)F)=NCC2)cc1	-3.0	-4	-9	-4	1	-2	-1	0	/	103
C=COCCNC(=O)C(=O)NCC(C)C	-0.5	11	-12	6	0	1	7	3	2	98
COc1ccc(N2CCN(c3cc(C(=O)Nc4cc(OC)c(OC)c(OC)c4)ncn3)CC2)cc1OC	0.8	-3	4	25	2	7	-4	2	/	101
COc1cc(S(=O)(=O)N(CCc2ccccc2)Cc2cccs2)ccc1-n1cnnn1	2.8	-7	-2	3	-4	7	4	0	-1	91

(continued)
SMILES	MC4R ag barr	SRC2 inh	NOD2 RIPK2 PPI	H9c2 protect	N-glyco inh	MC4R antagonist	ABHD5 PLIN5 PPI	HTR2A ag	TLR9-MyD88 block	ABCB6 inh MLPCN
Cc1cc(=O)[nH]c(SCC(=O)N2CCN(C(c3ccccc3)c3ccccc3)CC2)n1	-1.6	-1	2	4	1	-2	-6	-6	10	86
COc1ccc([C@@H]2[C@@H](C(=O)C(C)(C)C)N3N=Cc4ccccc4[C@@H]3C23C(=O)OC(C)(C)OC3=O)cc1OC	0.4	15	1	17	-2	-1	-3	-1	9	98
Cc1ccc(NC(=O)CN2C(=O)COc3ccc(S(=O)(=O)N4CCOCC4)cc32)cc1F	0.8	11	-14	-3	0	13	0	7	7	94
O=C(c1csc2ccccc12)n1cccn1	-1.8	-7	-10	7	-3	-3	5	-2	-1	95
COc1ccsc1C(=O)N1CCN(Cc2ccc3c(c2)OCO3)CC1	-0.9	5	4	2	-5	-2	1	7	-1	123
CC(=O)c1sc(NC(=O)c2ccc(COc3ccccc3Cl)o2)nc1C	8.2	-56	1	4	6	0	9	6	-7	109
OCC[C@@H]1C[C@@H](O)[C@H](O)[C@@]2(Cc3ccccc3CO2)O1	0.0	-15	-6	5	1	4	4	5	-14	95
Cc1cc(C)cc(OCc2ccc(C(=O)NN)o2)c1	-1.1	-17	-1	6	-1	3	-8	-2	-9	96
CCCCNC(=O)CCn1nc(-c2ccc(Cl)cc2)ccc1=O	-1.0	-3	-2	-4	0	6	-2	5	14	94
CSc1nc(-c2ccccc2)nc(NC(=O)C(C)C)c1C(C)=O	-2.0	2	6	8	3	4	1	-1	0	96
CNC(=S)N(CCCN(C)C)Cc1cc2cc3c(cc2[nH]c1=O)OCCO3	-0.4	-32	0	-2	-1	4	-6	-3	8	96
O=[n+]1c2c(n([O-])c3c1CCC3)CCCC2	0.4	-2	5	11	-3	2	0	0	-9	91
Cc1ccc(NC(=O)C(C)OC(=O)/C=C/c2ccccc2)cc1 (stereo not given)	-0.9	1	9	-2	-1	-2	-2	7	2	96
O=C(c1cc(COc2cccc(C(F)(F)F)c2)on1)N1CCCC1	1.5	-61	-20	1	-1	2	-3	-3	4	100
CCCCOc1ccc(C(=O)Nc2ccc3c(c2)C(=O)NC3=O)cc1	0.1	-40	-4	6	0	9	6	3	4	100
CC(=O)c1nnn(-c2cccc(C#N)c2)c1C	0.7	-23	2	4	1	11	9	-1	-4	101
CCCCn1c(N)c(N(CCOC)C(=O)CSCc2cccc(C)c2)c(=O)[nH]c1=O	-3.5	1	1	9	0	3	-2	-8	1	99
O=C(NC1=NCCS1)c1cccc(OC(F)F)c1	-4.0	-76	-3	-11	-7	12	-6	0	-7	95
O=C(c1ccco1)N1CCN(CCOc2ccc(F)cc2)CC1	-0.1	/	-5	2	-1	9	6	3	2	99
CCCC(=O)N1CCCC(C(=O)c2ccc(OC)c(OC)c2)C1 (stereo not given)	-1.1	-12	-13	-4	1	1	-1	-1	-4	98
COc1ccc([C@H](OC)[C@@]2(Cc3ccc(O)cc3)N=C(N)N(C)C2=O)cc1	0.2	-25	-4	-8	-1	8	-4	-1	9	87
Cn1c(N)c(C(=O)COC(=O)c2ccc(-c3ccccc3)cc2)c(=O)n(C)c1=O	2.7	-9	-3	-7	1	3	-3	3	-9	94
OC(COc1ccc(C2C=CCC2)cc1)CN1CCCCC1 (stereo not given)	2.4	5	-11	3	-1	-7	20	3	0	98
O=C(c1cccc(S(=O)(=O)N2CCCC2)c1)N1CCN(c2ccccc2F)CC1	-1.6	8	7	6	-1	2	-1	-2	-2	90
Cc1ccn(CC(=O)N/N=C/c2cc([N+](=O)[O-])ccc2O)n1	1.9	27	11	67*	2	-5	13	-15	-6	98

Next part:
SMILES	MC4R ag barr	SRC2 inh	NOD2 RIPK2 PPI	H9c2 protect	N-glyco inh	MC4R antagonist	ABHD5 PLIN5 PPI	HTR2A ag	TLR9-MyD88 block	ABCB6 inh MLPCN
CCOC(=O)CSc1nc2ccccc2c(=O)n1CCN1CCOCC1	-0.6	6	-1	8	1	4	1	3	-2	104
CSCC[C@H](N)C(=O)N1CCC(C(=O)N[C@H](C)C(=O)NC(C)c2ccccc2)CC1 (stereo not given in full)	-0.9	-26	-3	0	3	4	0	3	-1	98
COc1ccc(NC(=O)c2ccco2)c(NC(=O)Cc2cccs2)c1	-0.6	2	0	4	0	3	-5	-6	3	/
CC1=C(C(=O)N2CCOCC2)C(c2ccc(C)cc2)NC(=S)N1 (stereo not given)	-2.5	12	-10	1	-1	4	-2	-1	-3	97
CCSC1=C(C#N)C(=O)n2c1cc1c2CCCC1	-1.7	-9	8	-6	4	-1	-4	4	10	108
Cc1ccccc1NCC(=O)c1ccc(Br)cc1	2.5	2	0	1	1	4	10	4	-5	99
Cc1ccc(C(C)C)cc1OCC(=O)N1CCN(C(=O)c2ccco2)CC1	2.8	-27	-3	-2	-2	4	24*	1	0	100
Cn1nc(C(=O)NCc2ccc(F)cc2)c2c1-c1ccccc1S(=O)(=O)C2	1.1	16	0	8	-3	4	3	-2	-7	100

By substructure, the compounds so far with fluorine (eight)
SMILES	MC4R ag barr	SRC2 inh	NOD2 RIPK2 PPI	H9c2 protect	N-glyco inh	MC4R antagonist	ABHD5 PLIN5 PPI	HTR2A ag	TLR9-MyD88 block	ABCB6 inh MLPCN
Cc1cc(C(=O)NNC(=O)c2cccc(C(F)(F)F)c2)no1	-1.1	10	-4	-2	3	3	-1	0	9	92
Cc1ccc(S(=O)(=O)CCN2C=CC(C(F)(F)F)=NCC2)cc1	-3.0	-4	-9	-4	1	-2	-1	0	/	103
Cc1ccc(NC(=O)CN2C(=O)COc3ccc(S(=O)(=O)N4CCOCC4)cc32)cc1F	0.8	11	-14	-3	0	13	0	7	7	94
O=C(c1cc(COc2cccc(C(F)(F)F)c2)on1)N1CCCC1	1.5	-61	-20	1	-1	2	-3	-3	4	100
O=C(NC1=NCCS1)c1cccc(OC(F)F)c1	-4.0	-76	-3	-11	-7	12	-6	0	-7	95
O=C(c1ccco1)N1CCN(CCOc2ccc(F)cc2)CC1	-0.1	/	-5	2	-1	9	6	3	2	99
O=C(c1cccc(S(=O)(=O)N2CCCC2)c1)N1CCN(c2ccccc2F)CC1	-1.6	8	7	6	-1	2	-1	-2	-2	90
Cn1nc(C(=O)NCc2ccc(F)cc2)c2c1-c1ccccc1S(=O)(=O)C2	1.1	16	0	8	-3	4	3	-2	-7	100
